Assay outcomes (PubChem)
SENP1 FRET inh: blocks the human SENP1 SUMO protease catalytic domain | Q9P0U3 | recombinant SENP1 catalytic domain, CyPet-SUMO1-YPet FRET cleavage | inhibition, % at 10 µM | hit rate 0.21% among 360,000 | AID 624204;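 active = inhibition at least 30% at 10 µM, raw YFP signal under a set limit, fluorescence ratio 0.5 to 1.5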;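 also: 0% = enzyme with DMSO and 100% = no enzyme wells; some results filed as inactive read as strong as hits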
Target sequence (Q9P0U3 419-644 limits assumed): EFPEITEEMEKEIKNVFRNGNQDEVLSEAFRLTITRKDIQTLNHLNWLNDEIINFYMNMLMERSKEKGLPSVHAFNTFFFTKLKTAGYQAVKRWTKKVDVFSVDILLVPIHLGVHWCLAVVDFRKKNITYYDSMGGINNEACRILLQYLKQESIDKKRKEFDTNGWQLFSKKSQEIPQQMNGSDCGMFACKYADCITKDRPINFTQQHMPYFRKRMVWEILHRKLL
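Test system: hSENP1 catalytic domain, recombinant; Amount: 20 pM final SENP1 enzyme; Medium: Tris pH 8 buffer plus EDTA, NaCl, BME, BSA, NP40, catalase; Schedule: 50 min enzyme reaction, room temperature, light-protected; Technique: FRET fluorescence in CFP and YFP emission channels; Controls: no-enzyme wells low, DMSO-plus-enzyme wells high control.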
SENP8 block: inhibitors of human SENP8 protease; Q96LD8; inhibition, % at 20 µM; recombinant SENP8, Nedd8 substrate fluorescence; hit rate 0.64% among 360,000; AID 602440; in the data active = inhibition mostly above about 40%, no sharp cut-off; inactive = mostly below about 27%
Target sequence (Q96LD8 whole entry, looked up): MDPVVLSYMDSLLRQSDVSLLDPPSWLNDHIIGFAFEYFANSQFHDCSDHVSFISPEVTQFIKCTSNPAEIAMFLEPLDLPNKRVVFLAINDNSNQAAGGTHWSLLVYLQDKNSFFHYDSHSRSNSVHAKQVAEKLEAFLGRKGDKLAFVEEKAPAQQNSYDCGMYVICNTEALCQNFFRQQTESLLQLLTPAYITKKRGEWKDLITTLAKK
Starred values were filed as active, the others as inactive; i = inactive.

Start of the data: the first 2 records, to show the layout:
Below each SMILES: SENP1 FRET inh	SENP8 block
- COc1ccc(C(O)c2nc(-c3ccc(F)cc3OC)cs2)cc1 (stereo not drawn)
 : 4	19
- COc1ccc(C(=O)N2CCCC(c3cc(C(=O)NCc4ccccc4)no3)C2)cc1 (stereo not drawn)
 : 3	13

All compounds of this part, repeating the preview:
Below each SMILES: SENP1 FRET inh	SENP8 block
- COc1ccc(C(O)c2nc(-c3ccc(F)cc3OC)cs2)cc1 (stereo not drawn)
 : 4	19
- COc1ccc(C(=O)N2CCCC(c3cc(C(=O)NCc4ccccc4)no3)C2)cc1 (stereo not drawn)
 : 3	13
- O=C(Nc1nnc([C@@H]2C[C@H](O)[C@@H](CO)O2)s1)c1cccc(Oc2ccccc2)c1
 : 1	-61
- Cc1cccc(C)c1NC(=O)C1(C)CSCC(=O)N1CCc1ccccc1 (stereo not drawn)
 : 0	17
- COc1ccc(C(C)(O)c2nc(-c3cccc(NC(C)=O)c3)cs2)cc1 (stereo not drawn)
 : 1	14
- CN(C)CCN(Cc1ccccc1)C(c1cc2ccccc2o1)c1nnnn1C(C)(C)C (stereo not drawn)
 : -1	10
- COc1cccc(C(O)c2nc(-c3ccc4ccccc4c3)cs2)c1 (stereo not drawn)
 : 1	8
- O=C(NCc1cccnc1)C1Cc2c(-c3ccc(Cl)cc3)ccnc2O1 (stereo not drawn)
 : 2	16
- CNC(=O)C1Cc2c(-c3ccc(Cl)cc3)ccnc2O1 (stereo not drawn)
 : -1	13
- CC(C)[C@@H]1Cc2[nH]n(C)c(=O)c2[C@H](c2ccc(Cl)cc2)O1
 : 2	23

Additional records.
Below each SMILES: SENP1 FRET inh	SENP8 block
- COc1ccc(Cc2c(-c3ccc(C)cc3)nc3c(C)cc(Br)cn23)c(C)c1
 : 15	-8
- COc1ccc(N2c3ccccc3CN(Cc3ccccc3)[C@@H](C)[C@H]2Cc2ccc(-c3ccccc3)cc2)cc1
 : -6	-32
- COc1ccc(C(=O)c2[nH]c(N)c(C(=O)NCCc3c[nH]c4ccccc34)c2-c2ccccc2Br)cc1
 : -13	-1
- CCOC(=O)C1(C)CCN1C(=O)c1ccc2ccccc2c1 (stereo not drawn)
 : 1	0
- Cn1c(=O)n(C)c2cc(CNC(=O)[C@H]3O[C@@H](n4ccc(=O)[nH]c4=O)[C@H](O)[C@@H]3O)ccc21
 : 0	31
- CCCNC(=O)C1(C)CCCN(C(=O)c2cc(F)cc(F)c2)C1 (stereo not drawn)
 : 3	13
- O=C(C(=O)N1CCC(Cc2ccccc2)CC1)c1cccc(Br)c1
 : 2	19
- CCCCN(C=O)c1c(CC)nc2ccc(C(=O)NCCOc3ccc(OC)cc3)cn12
 : 1	-81
- CCOc1ccc(CCN2C(=S)N([C@@H](CC(C)C)CN3CCC[C@@H]3CN3C(=S)NC[C@@H]3CC(C)C)C[C@@H]2CC(C)C)cc1
 : 2	8
- CCCc1c(-c2ccc(F)cc2F)ncn1Cc1ccccc1OC
 : 13	0

The list goes on.
Below each SMILES: SENP1 FRET inh	SENP8 block
- CNc1cncc(-c2cc(OC)ccc2OC)n1
 : 0	i
- CC(=O)Nc1ccc(CN(C)c2c(C)nc3ccc(C(=O)NC4CCN(Cc5ccccc5)CC4)cn23)cc1
 : -1	0
- CC1(C(=O)NCc2ccc(Cl)cc2)CCN1C(=O)Cc1cccc2ccccc12 (stereo not drawn)
 : 1	7
- FC(F)C(F)(F)Oc1cccc(Nc2nccn3c(-c4cccc5cccnc45)cnc23)c1
 : -1	-305
- CC(C)CN1C(=O)CSCC1(C)C(=O)NCc1ccccc1 (stereo not drawn)
 : -1	22
- CC1CC2(CC(CN(C3CCCCC3)C3CCCCC3)OC2=O)C(=O)O1 (stereo not drawn)
 : -3	12
- COc1ccc(-c2csc(C(NC(C)=O)c3ccccc3)n2)cn1 (stereo not drawn)
 : 0	11
- CCCCN(C(C)=O)c1c(CC)nc2ccc(C(=O)NCCCN(C)C)cn12
 : -2	-44
- O=C(Cc1ccccc1)NS(=O)(=O)c1ccccc1
 : 0	4
- CCOC(=O)C1CCCN(C(=O)c2cc(F)cc(F)c2)CC1 (stereo not drawn)
 : 2	12

Carrying on.
Below each SMILES: SENP1 FRET inh	SENP8 block
- Cc1ccc(S(=O)(=O)N2C[C@H]3C(=O)C[C@@H](c4ccccc4F)N(S(=O)(=O)c4ccc(C)cc4)[C@H]3C[C@H]2c2ccccc2F)cc1
 : 2	8
- CCCS(=O)(=O)NC(=O)C1(C)CCCN(C(=O)c2cc(-c3cccs3)oc2C)C1 (stereo not drawn)
 : -2	-46
- Cc1ccc([C@@H]2CC(=O)[C@@H]3CN(S(=O)(=O)c4ccc(C)cc4)[C@H](c4ccccc4F)C[C@@H]3N2S(=O)(=O)c2ccc(C)cc2)cc1
 : 0	11
- CCNC(=O)C1CCCN(C(=O)c2ccccc2)CC1 (stereo not drawn)
 : 1	0
- CN(C)C(=O)C1=NOC2(C1)C(=O)Nc1ccccc12 (stereo not drawn)
 : -1	12
- COC(=O)c1ccc2nc(-c3ccc(C)cc3)c(Cc3ccccc3OC)n2c1
 : 2	-13
- CCCCn1nnnc1C(c1cc2ccccc2o1)N1CCN(c2ncccc2C#N)CC1 (stereo not drawn)
 : 0	-113
- CC(C)C[C@H]1CN(CCCC[C@H]2CNC(=O)C(=O)N2CCc2ccccc2)C(=O)C(=O)N1CC1CCCCC1
 : 2	19
- Cn1c(=O)c2cc(NC(=O)NCc3ccc(Cl)cc3Cl)ccc2n1Cc1ccccc1
 : -1	i
- CCNC(=O)C1(C)CCN(C(=O)c2c(-c3ccccc3)noc2C)C1 (stereo not drawn)
 : 4	14

Some of the entries so far, with each value named:
> CCCS(=O)(=O)NC(=O)C1(C)CCCN(C(=O)c2cc(-c3cccs3)oc2C)C1 (stereo not drawn)
  SENP1 FRET inh: -2; SENP8 block: -46
> Cn1c(=O)c2cc(NC(=O)NCc3ccc(Cl)cc3Cl)ccc2n1Cc1ccccc1
  SENP1 FRET inh: -1; SENP8 block: i

Going on with the list.
Below each SMILES: SENP1 FRET inh	SENP8 block
- COCCNC(=O)C1(C)CCCN(C(=O)c2cc(C)oc2C)C1 (stereo not drawn)
 : 3	1
- CC(=O)N1C[C@@H](CO)[C@@H](N(C)C(=O)c2ccco2)C[C@H]1c1ccccc1
 : 0	27
- CCOC(=O)Cc1ccc(Nc2nc(NCc3cccs3)nc3ccsc23)cc1
 : -1	-462
- CO/N=C(/C(=O)N[C@@H]1C(=O)N2C(C(=O)O)=CCS[C@H]12)c1cnc(N)s1
 : 1	-9
- CCCCCCCCN1C(=O)[C@H](CC(=O)NCC23CC4CC(CC(C4)C2)C3)C[C@@]2(C(=O)OC)CCCCC=C12
 : 2	4
- CN(C)CCNc1ncnc2c1ncn2[C@H]1CN(Cc2cccnc2)C[C@@H](CO)O1
 : 3	8
- O=C(c1[nH]c(C(F)(F)F)nc1-c1ccccc1)N1CCN(C/C=C/c2ccccc2)CC1
 : -1	20
- O=C(Nc1cccc(Cl)c1Cl)c1csc([C@H]2C[C@H](O)[C@@H](CO)O2)n1
 : 1	14
- O=C(NCCCCO)c1c(-c2ccccc2)oc2c1C(OCCCCCO)CCC2 (stereo not drawn)
 : 2	-29
- CCNC(=O)C1(C)CCCN(Cc2cccc3ccccc23)C1 (stereo not drawn)
 : 0	9

New compounds follow
Below each SMILES: SENP1 FRET inh	SENP8 block
- CCCCNC(=O)C1(C)CCCCN1C(=O)c1ccno1 (stereo not drawn)
 : 1	16
- COC(=O)C[C@@H]1C=C[C@H](NC(=O)Nc2ccc(F)cc2)[C@@H](CO)O1
 : 2	14
- CC(=O)Nc1cc(-c2ccc(N(C)C)cc2)cn2c(-c3ccc(F)cc3)cnc12
 : 38	i
- Cc1ccc(Cc2c(-c3ccc(Cl)cc3)nc3cc(C)c(Br)c(C)n23)cc1
 : 0	-14
- COc1ccc2c(c1)C(=O)O[C@@H](c1ccccc1)C[C@@H](O)C(=O)CC2
 : 2	1
- N#Cc1ccc(-c2nc3ccc(Cl)cn3c2Cc2ccsc2)cc1
 : -1	-141
- O=c1cc(CN(Cc2ccccc2)Cc2ccccc2)c2ccccc2o1
 : 1	13
- CCc1nc2c(OCCOc3ccccc3)cccn2c1N(C)C(=O)C1CC1
 : -2	5
- O=c1c(-c2ccccc2)nc2ccccc2n1C(CCc1ccccc1)c1nc2ccccc2[nH]1 (stereo not drawn)
 : -4	-254
- COc1ccccc1-c1cc2c(c3c1ccn3C)C1CCC2O1 (stereo not drawn)
 : 0	-214

Two of the compounds above, field by field.
COC(=O)C[C@@H]1C=C[C@H](NC(=O)Nc2ccc(F)cc2)[C@@H](CO)O1
- SENP1 FRET inh = 2
- SENP8 block = 14

CCCCNC(=O)C1(C)CCCCN1C(=O)c1ccno1 (stereo not drawn)
- SENP1 FRET inh = 1
- SENP8 block = 16

Next entries.
Below each SMILES: SENP1 FRET inh	SENP8 block
- CCCNC(=O)C1(C)CCCN(Cc2ccccc2-c2ccccc2)C1 (stereo not drawn)
 : 1	9
- CCOC(=O)C1=CCC(c2ccccc2)N(S(=O)(=O)c2ccccc2[N+](=O)[O-])C1 (stereo not drawn)
 : 1	6
- CC1(C(=O)NS(=O)(=O)c2cccc(C#N)c2)CCN1C(=O)Cc1ccc(Cl)cc1Cl (stereo not drawn)
 : -1	18
- Cc1ccc(S(=O)(=O)Nc2ccc3c(c2)C(=O)N([C@@H](C)CO)C[C@@H](C)[C@@H](CN(C)C(=O)NC(C)C)OCCCC[C@H](C)O3)cc1
 : 3	17
- COc1ccc(-c2[nH][nH]c(=O)c2NC(=O)c2ccccc2Br)cc1
 : 4	34
- Cc1ccc(Cc2c(-c3ccc(Cl)cc3)nc3c(C)cc(Br)cn23)cc1
 : 5	8
- Cc1ccc(C(O)c2ncc(-c3cccc(C(F)(F)F)c3)[nH]2)cc1 (stereo not drawn)
 : 0	21
- CC1=C(C(=O)N2CCCCCC2)CC(CC(=O)NCCc2ccccn2)C(=O)N1CCCN1CCCC1=O (stereo not drawn)
 : -2	8
- CCCC(=O)N1CCC1(C)C(=O)NCc1ccccc1SC (stereo not drawn)
 : 3	11
- COc1ccc(C(O)c2ncc(-c3ccccc3)[nH]2)c(OC)c1 (stereo not drawn)
 : -2	11

The list continues.
Below each SMILES: SENP1 FRET inh	SENP8 block
- OC(c1ccc(F)c(F)c1)c1nc(-c2ccccc2)cs1 (stereo not drawn)
 : -1	26
- COC(=O)[C@]12CCCCC=C1N(Cc1ccco1)C(=O)[C@H](CC(=O)NCCc1ccccc1OC)C2
 : -3	8
- CC(C)C[C@@H]1COc2cc(N3CCC[C@@H]3CO)ccc2S(=O)(=O)N1
 : 0	11
- Cc1ccc([C@H]2C(C(=O)O)=CCN2S(=O)(=O)c2ccc(C)cc2)cc1
 : 0	11
- COc1ccc([C@H]2CC(=O)C[C@@H](CCn3cc(CCc4ccccc4)nn3)O2)cc1
 : 1	8
- c1cc(-c2cnc3cccnn23)c2cccnc2c1
 : -2	-482
- CC1(C(=O)Nc2ccc3c(c2)OCO3)CCN1C(=O)c1ccccc1 (stereo not drawn)
 : -2	24
- C=C(C)Cn1c2ccc(NC(=O)NCc3ccccc3)cc2c(=O)n1C
 : -2	i
- COCCNC(=O)C1(C)CCN(C(=O)c2sccc2C)C1 (stereo not drawn)
 : -1	-1
- CC(C)C[C@H]1CNC(=O)C(=O)N1C[C@H](Cc1ccc(O)cc1)NC(=O)CC12CC3CC(CC(C3)C1)C2
 : 1	5

Continued.
Below each SMILES: SENP1 FRET inh	SENP8 block
- Cc1cccc(CN2CCN(C3CN(Cc4cn(Cc5ccccc5F)nn4)S(=O)(=O)C3)CC2)c1 (stereo not drawn)
 : -4	10
- Cc1ccc(-c2c(C(=O)c3ccc(Br)cc3)[nH]c(N)c2C(=O)NCc2ccc(Cl)cc2)cc1
 : -10	-23
- COC(=O)c1cnc(Nc2nc(C(N)c3ccccc3Cl)cs2)nc1C(F)(F)F (stereo not drawn)
 : 2	11
- O=C(c1cnc(Cc2c[nH]c3ccccc23)c(I)c1)N1CCN(Cc2ccccc2)CC1
 : 1	14
- CCc1nc2c(OCc3cccc(Cl)c3)cccn2c1N(C)C(=O)CC(C)C
 : 2	2
- COCCNC(=O)C1(C)CCCN(C(=O)c2cccc(C(F)(F)F)c2)C1 (stereo not drawn)
 : 2	10
- O=C(Nc1ccc2c(c1)OCCO2)C(c1cc2ccccc2o1)N1CCN(C/C=C/c2ccccc2)CC1 (stereo not drawn)
 : 1	16
- COc1ccc(C(c2nnnn2C2CCCCC2)N2CCN(C/C=C/c3ccccc3)CC2)cc1 (stereo not drawn)
 : 0	24
- CC(C)C(=O)N1CCC1(C)C(=O)NCc1ccc(F)cc1Cl (stereo not drawn)
 : 1	7
- Cc1ccc(F)c(S(=O)(=O)NC(=O)C2(C)CCN2C(=O)CCc2cccs2)c1 (stereo not drawn)
 : 1	14

Next compounds.
Below each SMILES: SENP1 FRET inh	SENP8 block
- CC(=Cc1ccccc1)C=C1SC(=S)N(CCCC(=O)Nc2ccc(C(=O)O)cc2)C1=O
 : -4	27
- OC(c1ccc(F)cc1)c1ncc(-c2ccc3ccccc3c2)[nH]1 (stereo not drawn)
 : 0	-173
- CNc1nc(NCc2ccc(C)cc2C)c2sccc2n1
 : 0	-43
- CC1(C(=O)NS(=O)(=O)c2ccc3c(c2)CCO3)CCN1C(=O)CCc1ccc(Cl)cc1Cl (stereo not drawn)
 : 3	27
- O=C(Cc1ccc(OCc2ccccc2)cc1)NCc1ccc2c(c1)OCO2
 : 1	7
- CCc1nc2c(OCc3ccc(S(C)(=O)=O)cc3)cccn2c1N(C)C(=O)c1ccccc1F
 : -5	16
- CC(C)NC(=O)c1cc(C2CCCCN2C(=O)OCCF)on1 (stereo not drawn)
 : 2	-3
- COc1ccc2c(c1)nc(-c1cccc(Br)c1)c(=O)n2C(c1ccccn1)c1nc2ccccc2[nH]1 (stereo not drawn)
 : -84	-378

A portion of the library, so the mix of outcomes need not match the whole.
